# a7 integrin act: activates integrin-mediated alleviation for muscular dystrophy; alpha7betagal myoblasts, beta-gal FDG fluorescence, 48 h; Potency, µM (doses to about 38.3 µM), without a hit: at the highest dose activation, hits mostly activators; actives 0.064% (n = 350,000);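 note: potency is the fitted concentration of half-maximal effect; 100% = response of the positive control SU9516; nearly all actives have a fitted effect of over 60% in size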
#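 alpha7betagal+/- myoblasts (passage 13, 250/well) treated 48 h at 37C with compounds at 1:260 dilution of DMSO stock. Lysed, then beta-galactosidase activity read as FDG fluorescence (ex 480/em 540) after 30 min, with pre-read for autofluorescence.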
# AT treatment: candidate therapy for ataxia-telangiectasia; […] A-T fibroblasts, KAP-1 phosphorylation AlphaLISA; neocarzinostatin DNA damage 30 min before lysis; actives 0.19% (n = 320,000); AID 485349; Potency, µM (titrated, usually from 57.5 µM), for the others: top-dose activation, hits mostly activators; note: potency is the fitted concentration of half-maximal effect; % of control where 0% means no effect; nearly all actives have a fitted effect of over 45% in size
#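 hTERT-immortalized A-T patient fibroblasts ([…]), 500 cells/well in OPTI-MEM, 1% FBS, got compounds for 60 min, then NCS for 30 min at 37C. Lysates were then assayed for phospho-KAP-1 by AlphaLISA (anti-pKAP1 donor, anti-KAP1 acceptor beads), 6 hr at 25C.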
# TSHR antagonist: blocks TSH signaling through the human TSH receptor. AID 504810. P16473. TSHR-expressing cells, TSH-stimulated cAMP HTRF, 2 h; hits give low values. activity change, negative = inhibition, % at 11.5 µM. actives 0.2% (n = 330,000);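 active = activity change below a set negative limit, meaning inhibition stronger than a set level, cut at about -70% in these data; inconclusive = activity change between two set negative limits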; note: % is set by controls: 0 for no effect and ±100 for the full control effect
#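 Read-out is FRET at 665 nm (cryptate excitation 337 nm) from a cryptate-tagged anti-cAMP antibody, competed by cell cAMP against cAMP-d2. Compounds are tested on freshly harvested TSHR cells challenged with 4nM TSH (EC80) for 2 hours at 37 deg C.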
# S-ASM inh: inhibitors of human secretory acid sphingomyelinase. Potency, µM (top dose mostly 57.5 µM), for the others: at the highest dose activity change, negative = inhibition, most hits filed as inhibitors. P17405. placental ASM, HMU-PC fluorogenic substrate, 60 min. actives 0.006% (n = 340,000); note: potency is the fitted concentration of half-maximal effect
#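 Fluorescence read-out (Ex 386 nm, Em 447 nm) after stopping the reaction at pH 10. Enzyme: ASM from human placenta; substrate HMU-PC0, 9 uM final; 60 min, 37 °C. Compound preincubation 10 min, ambient temperature.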
# Mito fusion act: blocks mitochondrial division or promotes mitochondrial fusion; S. cerevisiae fusion-defective mutant growth rescue, CellTiterGlo 48 h; Potency, µM (top dose mostly 46.1 µM), for the others: at the highest dose growth rescue (activation), most hits filed as activators; actives 0.23% (n = 320,000); AID 485298;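 note: potency is the fitted concentration of half-maximal effect; % of control where 0% means no effect; nearly all actives have a fitted effect of over 45% in size; temperature-sensitive fusion mutants such as fzo1-1 at 37 °C on non-fermentable ethanol glycerol medium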
#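 Luminescent cell viability in 1536-well qHTS format served as the measure of rescued growth in ts fusion-mutant S. cerevisiae cultured on non-fermentable YPEG for 48 hours at 37C.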
# CXXC DNA block: inhibitors of human MLL CXXC domain-DNA interaction | Potency, µM (highest dose often 115 µM), for inactives: at the highest dose activity change, negative = inhibition, most hits filed as inhibitors | Q03164 | MLL-CXXC / FITC-HOXA9 DNA fluorescence polarization | actives 0.037% (n = 290,000) | AID 2662; active = well fitted inhibition curve with a large enough effect in the polarisation, with a control signal flat, not every such curve was filed as active; inconclusive = small, poorly fitted or top-dose-only effect, or effect the other way, or a change in a side signal; inactive = no such curve, though single readings can be large or run the other way; the % refers to the polarisation; note: potency is the fitted concentration of half-maximal effect
#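 Purified MLL-CXXC (added from a 7 uM solution) was preincubated 5 min at ambient with pinned compounds in 50 mM Tris-HCl pH 7.5, 50 mM NaCl, 1 mM DTT, 0.05% BSA. Fluorescein-labeled HOX-A9 DNA (50 nM solution) followed, 30 min, then polarization read.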
# TSG101-PTAP inh: blocks PTAP/TSG101 interaction to inhibit HIV-1 budding. Q99816. Fluorescence polarization, FITC-PTAP peptide / Tsg101 binding. Potency, µM (highest dose often 115 µM), inactives show at the highest dose activity change, negative = inhibition, actives largely listed as inhibitors. 340,000 tested, under 10 active. AID 493005; active = well fitted inhibition curve with a large enough effect in the main read-out, with a control signal flat, not every such curve was filed as active; inconclusive = small, poorly fitted or top-dose-only effect, or effect the other way, or a change in a side signal; inactive = no such curve, though single readings can be large or run the other way; note: potency is the fitted concentration of half-maximal effect; % of control where 0% means no effect
# Target sequence (Q99816 whole entry, looked up): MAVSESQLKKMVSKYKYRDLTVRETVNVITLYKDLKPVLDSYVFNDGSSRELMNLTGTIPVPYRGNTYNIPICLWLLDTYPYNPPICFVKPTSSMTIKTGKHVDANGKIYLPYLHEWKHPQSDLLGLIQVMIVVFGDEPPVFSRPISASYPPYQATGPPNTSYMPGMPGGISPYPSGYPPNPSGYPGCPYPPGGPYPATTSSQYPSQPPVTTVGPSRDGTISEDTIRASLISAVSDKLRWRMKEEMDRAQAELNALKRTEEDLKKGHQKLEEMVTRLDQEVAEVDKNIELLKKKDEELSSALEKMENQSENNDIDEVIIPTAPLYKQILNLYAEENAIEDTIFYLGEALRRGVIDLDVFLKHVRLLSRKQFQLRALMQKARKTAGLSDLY
#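 FP read-out: FITC-PTAP peptide, 50 nM final, binding Tsg101 binding domain, 10 uM final; 20 min, r.t.; 10 mM HEPES pH 7.5, 0.15 M NaCl, 0.01% Tween 20, 3 mM EDTA, 0.1 mM TCEP.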
# MBNL1 CUG block: inhibitors of human MBNL1 binding to CUG repeat RNA; Potency, µM (highest dose often 57.5 µM), inactives show at the top dose activity change, negative = inhibition, hits mostly inhibitors; actives 0.036% (n = 280,000); TR-FRET MBNL1-His/biotin-(CUG)12 binding, 665/545 ratio; AID 2675; Q9NR56; active = well fitted inhibition curve with a large enough effect in the signal ratio, with a control signal flat, not every such curve was filed as active; inconclusive = small, poorly fitted or top-dose-only effect, or effect the other way, or a change in a side signal; inactive = no such curve, though single readings can be large or run the other way; the % refers to the signal ratio; note: potency is the fitted concentration of half-maximal effect; % is set by controls: 0 for no effect and ±100 for the full control effect
# Target sequence (Q9NR56 whole entry, looked up): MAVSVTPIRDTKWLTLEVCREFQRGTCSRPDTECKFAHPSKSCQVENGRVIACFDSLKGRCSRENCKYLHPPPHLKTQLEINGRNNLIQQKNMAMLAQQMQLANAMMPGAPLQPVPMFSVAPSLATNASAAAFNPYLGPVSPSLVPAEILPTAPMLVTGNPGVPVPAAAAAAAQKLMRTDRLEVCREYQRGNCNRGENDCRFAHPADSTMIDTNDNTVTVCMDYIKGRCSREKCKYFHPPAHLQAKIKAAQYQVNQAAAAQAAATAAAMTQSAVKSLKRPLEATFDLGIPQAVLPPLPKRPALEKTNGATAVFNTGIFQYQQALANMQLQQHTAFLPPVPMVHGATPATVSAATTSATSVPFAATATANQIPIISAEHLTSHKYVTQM
#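 His-tagged MBNL1 binding to biotinylated (CUG)12 RNA was measured by TR-FRET using terbium anti-His antibody (0.055 ng/ul final) and streptavidin-XL665 (5 nM final). Compounds were titrated 92 nM to 58 uM; 60 min at room temperature.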
# TCR act: activators of T cell receptors; AID 504894; Potency, µM (highest dose often 9.22 µM), without a hit: at the highest dose activation of IL-2 secretion, hits mostly activators; primary human leukocytes, anti-CD3, IL-2 HTRF, 48 h; 330,000 tested, under 10 active; note: % of control where 0% means no effect
#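 IL-2 release read by HTRF sandwich (Eu cryptate donor, d2 acceptor, 665 nm emission) after 48 hr exposure of primary human leukocytes to compound together with anti-CD3 beads in the absence of co-stimulatory signals.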
# Menin-MLL TR inh: menin-MLL binding inhibition, Texas Red mutant peptide; O00255; Menin + Texas Red MLL mutant peptide, fluorescence polarization; Potency, µM (titrated, usually from 61.6 µM), inactives show at the top dose FP activity change, negative = inhibition, most hits filed as inhibitors; actives 0.23% (n = 270,000); AID 1768; active = well fitted inhibition curve with a large enough effect in the polarisation, with a control signal flat, not every such curve was filed as active; inconclusive = small, poorly fitted or top-dose-only effect, or effect the other way, or a change in a side signal; inactive = no such curve, though single readings can be large or run the other way; the % refers to the polarisation; note: potency is the fitted concentration of half-maximal effect; % of control where 0% means no effect; many of its hits are not listed in these tables
# * = called active by the depositor; ? = inconclusive; . = no result given; [ ] = another dose, or the depositor's remark. Unless noted, calls come from the whole dose curve; as a rule, active = well fitted curve in the direction sought with a large enough effect; inconclusive = small, poorly fitted or top-dose-only effect, or another doubt; inactive = no such curve, though single readings can be large; an effect the other way counts as inactive or inconclusive. Not all compounds are listed (hit frequency here may not be typical).
# The line under a structure holds: a7 integrin act	AT treatment	TSHR antagonist	S-ASM inh	Mito fusion act	CXXC DNA block	TSG101-PTAP inh	MBNL1 CUG block	TCR act	Menin-MLL TR inh
Cc1ccc(-c2nn3c(=O)c(C)nnc3s2)cc1
→ -5%	6%	-3	1%	-4%	-4%	0%	?	.	1%
O=C(NNc1nc(-c2ccc(F)cc2)cs1)c1ccccc1
→ -26%	-5%	9	-2%	0%	4%	-3%	-13%	2%	?
CC(C(=O)N1CCc2ccccc21)n1cnc2c1c(=O)n(C)c(=O)n2C (stereo not drawn)
→ 20%	9%	-1	0%	-1%	.	-5%	.	9%	.
Cn1cccc1Cc1nnc(SCC(=O)Nc2ccc(F)cc2)n1CCc1ccccc1
→ -19%	9%	3	-4%	10%	16%	-6%	3%	-4%[46.1 µM]	-7%
CC1CCCN(C(=O)CSc2n[nH]c(-c3cccs3)n2)C1 (stereo not drawn)
→ -9%	1%	7	-4%	0%	.	2%	.	0%	.
CC(C)CCN1C(=O)c2ccc(C(=O)N3CCCCC3)cc2C1=O
→ -5%	3%	-13	1%	3%	.	-3%	.	-4%	.
COC(=O)NC1CCC(NC(=O)OC)CC1 (stereo not drawn)
→ 0%	7%	0	2%	-2%	4%	-4%	-6%	5%[46.1 µM]	1%
COc1ccc(C)cc1NCc1ccc(OC)c(C)c1OC
→ -12%	0%	-1	-2%	0%	14%	-3%	-4%	-2%	3%
Cc1ccccc1C(=O)OCC(=O)N(C)c1c(N)n(Cc2ccccc2)c(=O)[nH]c1=O
→ 20%	2%	7	2%	-1%	.	-2%	.	-3%	.
CCCCCC(=O)Nc1cccc(S(=O)(=O)NC2=NCCC2)c1
→ 19%	-3%	1	2%	-3%	.	-3%	.	1%	.
O=C(CN1C(=O)NC(Cc2c[nH]c3ccccc23)C1=O)NCC(F)(F)F (stereo not drawn)
→ 1%	-10%	-2	-1%	5%	-6%	4%	1%	-3%	30%[activator]
Cc1cc(N/N=C/c2ccc(O)cc2O)nc(-n2nc(C)cc2C)n1
→ -21%	1%	-9	17%	-11%	?	-1%	-3%	8%[46.1 µM]	?
CCOc1cc(C(=O)NC)cc(Br)c1OCc1ccccc1
→ -3%	6%	-8	-1%	27%	13%	0%	-1%	.	13%
COc1ccc2c(c1)c1ncn(CCN3CCNCC3)c(=O)c1n2C
→ -7%[7.66 µM]	2%	-6	130%[activator]	-5%	6%	-2%	3%	-3%	-1%
COc1ccc(Cn2nnnc2CN2CCc3ccccc3C2)cc1
→ -9%	.	-4	-3%	3%	2%	-4%	-11%	2%	-5%
CCc1nnc(NS(=O)(=O)c2ccc(N=CC3=C(O)CC(C)(C)CC3=O)cc2)s1
→ 13%	-2%	0	5%	0%	8%	-7%	-20%	-11%	-15%
COCc1nc2oc3ccc(F)cc3c(=O)c2cc1C(=O)OC
→ 7%	-6%	-2	0%	-3%	?	-4%	?	-1%	3%
Cc1noc(NS(=O)(=O)c2ccc(N/C=C\C(=O)c3ccncc3)cc2)c1C
→ 10%	.	26	-3%	1%	-9%	-2%	?	2%	7%
Cc1cc(C(=O)OCC(=O)N2C(C)CCCC2C)c2ccccc2n1 (stereo not drawn)
→ 5%	1%	-17	1%	.	.	0%	.	0%[46.1 µM]	.
O=C1c2cccc3cccc(c23)N1Cc1ccc(F)cc1
→ 2%	?	9	63%[activator]	17%	4%	5%	-6%	6%[46.1 µM]	-6%

# The line under a structure holds: a7 integrin act	AT treatment	TSHR antagonist	S-ASM inh	Mito fusion act	CXXC DNA block	TSG101-PTAP inh	MBNL1 CUG block	TCR act	Menin-MLL TR inh
COc1ccc(OC)c(NC(=O)CCN2CC(C)CC(C)C2)c1 (stereo not drawn)
→ ?	7%	12	6%	-1%	4%	?	-6%	.	-3%
CSc1cccc(NS(=O)(=O)c2ccc3c(c2)CCN3C(C)=O)c1
→ -9%	28%	-10	1%	2%	-9%	-1%	-11%	-5%	10%
COc1ccc(S(=O)(=O)NCc2ccccn2)cc1NC(=O)c1ccccc1C
→ 12%	-23%	16	4%	1%	.	0%	.	.	.
CCCCNC(=O)CCC(=O)Nc1ccc2nc(N3CCOCC3)cc(C)c2c1
→ -14%	2%	3	497%[activator]	3%	2%	-6%	-5%	3%	-9%
CCN1CCN(CCCNC(=O)c2ccccc2NC(=O)C2=C(C)OCCS2)CC1
→ -15%	4%	-28	4%	-3%	64%[activator]	-5%	-7%	-3%	.
OC1CCN(c2c3c(nc4cc(-c5ccc(Cl)cc5)nn24)CCC3)CC1
→ -9%	3%	-12	-3%	25%	-3%	-6%	18%	-7%[46.1 µM]	-5%
COc1ccccc1C(CNC(=O)C1CCN(C(=O)Nc2ccccc2)CC1)N1CCCC1 (stereo not drawn)
→ 3%	0%	4	2%	-3%	.	0%	.	-1%	.
C/C(=N\NC(=O)c1cccc(F)c1)c1cccc(NC(=O)c2ccc(F)cc2)c1
→ 35%	0%	-8	0%	-4%	5%	1%	-9%	-5%	4%
CCn1c(-c2cc(Br)cc(OC)c2O)nc2cc(S(=O)(=O)N(C)C)ccc21
→ -34%	3%	-14	-1%	7%	-18%	-10%	9%	-2%	2%
CCCCn1c(SCC(=O)OCC)nc2c1c(=O)[nH]c(=O)n2C
→ 10%	9%	-9	3%	0%	0%	-3%	11%	2%[46.1 µM]	-8%
Cc1ccc([N+](=O)[O-])cc1S(=O)(=O)NCCc1cn2ccccc2n1
→ 10%	-13%	-3	3%	4%	-11%	2%	?	-1%	.
OC[C@H]1OC(O)[C@H](O)[C@@H](O)[C@H]1O (stereo partly drawn)
→ .	-7%	-3	0%	-5%	.	-9%	.	6%	1%
CCOC(=O)COc1ccc(S(=O)(=O)NCC2CCCO2)cc1 (stereo not drawn)
→ 5%	.	0	4%	4%	-12%	-2%	-4%	2%[46.1 µM]	8%
COc1cc(/C=C(\C#N)C(=O)NCC2CCCO2)ccc1OC(C)C (stereo not drawn)
→ -11%	-6%	-6	3%	-1%	3%	1%	.	-1%[46.1 µM]	-7%
O=C(CCCN1C(=O)c2ccccc2C1=O)Nc1cccc(S(=O)(=O)NC2=NCCC2)c1
→ 0%	-8%	26	4%	-3%	3%	-1%	10%	2%	10%
CCOc1ccc(N2C(=O)CN=C2Nc2ccccc2F)cc1
→ 17%	7%	23	0%	1%	18%	-3%	5%	3%	25%

# In the list so far, these contain bromine.
# The line under a structure holds: a7 integrin act	AT treatment	TSHR antagonist	S-ASM inh	Mito fusion act	CXXC DNA block	TSG101-PTAP inh	MBNL1 CUG block	TCR act	Menin-MLL TR inh
CCOc1cc(C(=O)NC)cc(Br)c1OCc1ccccc1
→ -3%	6%	-8	-1%	27%	13%	0%	-1%	.	13%
CCn1c(-c2cc(Br)cc(OC)c2O)nc2cc(S(=O)(=O)N(C)C)ccc21
→ -34%	3%	-14	-1%	7%	-18%	-10%	9%	-2%	2%

# Some of these compounds in order of the TSHR antagonist value, largest number first:
SMILES	a7 integrin act	TSHR antagonist	S-ASM inh	CXXC DNA block	TSG101-PTAP inh	MBNL1 CUG block	TCR act	Menin-MLL TR inh
Cc1noc(NS(=O)(=O)c2ccc(N/C=C\C(=O)c3ccncc3)cc2)c1C	10%	26	-3%	-9%	-2%	?	2%	7%
CCOc1ccc(N2C(=O)CN=C2Nc2ccccc2F)cc1	17%	23	0%	18%	-3%	5%	3%	25%
O=C1c2cccc3cccc(c23)N1Cc1ccc(F)cc1	2%	9	63%[activator]	4%	5%	-6%	6%[46.1 µM]	-6%
COc1ccccc1C(CNC(=O)C1CCN(C(=O)Nc2ccccc2)CC1)N1CCCC1 (stereo not drawn)	3%	4	2%	.	0%	.	-1%	.
Cn1cccc1Cc1nnc(SCC(=O)Nc2ccc(F)cc2)n1CCc1ccccc1	-19%	3	-4%	16%	-6%	3%	-4%[46.1 µM]	-7%
COc1ccc2c(c1)c1ncn(CCN3CCNCC3)c(=O)c1n2C	-7%[7.66 µM]	-6	130%[activator]	6%	-2%	3%	-3%	-1%
CCCCn1c(SCC(=O)OCC)nc2c1c(=O)[nH]c(=O)n2C	10%	-9	3%	0%	-3%	11%	2%[46.1 µM]	-8%

# Bioassay records from PubChem BioAssay.
